Source: PubChem BioAssay (Small Molecule Screening Facility, UW Madison)
PriA SSB inh – inhibitors of Klebsiella pneumoniae PriA binding to SSB C-terminal tail, primary screen, biochemical, AlphaScreen; PriA–SSB C-terminal tail interaction (Klebsiella pneumoniae); AlphaScreen SSBct-PriA binding, biotinylated peptide; inhibition, % at 33 µM; 430,000 compounds, 0.6% hits; in the data active means inhibition mostly above about 37%, no sharp cut-off; inactive means mostly below about 20%;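 further: plate controls were negative control peptide for no effect and reference peptide for full effect; strong numbers were not always called active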
* hit, by the source's call; & = joins results of further samples. Some of the compounds tested (hit frequency here may not be typical).

SMILES	PriA SSB inh
COc1ccc(-c2nn(-c3ccccc3)cc2C=NO)cc1OC	-10
CCOc1ccc(-c2c(C(=O)NN=Cc3ccc(C)s3)nnn2-c2nonc2N)cc1	4
CCOC(=O)N1CCN(C(=O)CSc2c(C)cnc3c2c(=O)n(C)c(=O)n3C)CC1	-7&-7
Cc1ccc(NC(=O)NCc2ccnc(N3CCCC3)n2)c(Cl)c1	-9
Cn1nnc2c(N3CC(C(=O)Nc4ccc5cn[nH]c5c4)C3)ncnc21	2
CN1CC(C(=O)N2CCC(Oc3ccc(C(F)(F)F)cn3)CC2)CC1=O (stereo not drawn)	-13
O=C(c1ccc2c(c1)OCO2)N1CCc2nc3ccccn3c(=O)c2C1	-10
O=C(Nc1ccncc1)c1ccc(S(=O)(=O)NCc2ccco2)o1	-10
O=c1[nH]c(=O)n(CCc2ccccc2)c(O)c1C=NN1CCOCC1	-1
Cc1cc(=O)n(CC(=O)NCc2cncc(-c3cccs3)c2)cn1	-12
O=C(C1c2ccccc2Oc2ccccc21)N1CCC(n2ccnn2)CC1	26
Cc1nc2ccc(NC(=O)c3ccno3)cc2s1	-12
Cn1cc(S(=O)(=O)N2CCCN(C(=O)NCc3cccs3)CC2)cn1	-10
O=[N+]([O-])c1ccc(Cl)c(S(=O)(=O)Nc2ccc(N=Nc3ccccc3)cc2)c1	36
Cn1c(=O)c2ccc(C(=O)NC3CCCC3)cc2n2c(SCc3ccccc3F)nnc12	0
CCCCNC(=O)/C(C#N)=C/N1CCN(c2cccc(C(F)(F)F)c2)CC1	-10
COc1nn(C)cc1-c1nnc(SCC(=O)NC2CCCC2)n1C	0
Cc1ccc(NC(=O)C(=O)NCc2ccco2)cc1N1CCCC1=O	-7
CC(=O)N1CCN(C(=O)CCc2csc(NC(=O)Nc3ccccc3)n2)CC1	-26
O=C([C@H]1CCOC1)N1CCC(Cc2n[nH]c(=O)n2-c2ccccc2F)CC1	-8
O=C(C1CC1)N1CCN(c2nc3ccc(Cl)cc3s2)CC1	0
O=C(Nc1cnn(C2CCOC2)c1)c1ccc(=O)[nH]n1 (stereo not drawn)	-13
Cc1ccc(C(=O)Oc2ccc(C=NNC(N)=O)cc2)cc1	2
O=C(NCc1ccc(C(O)c2ccccc2)s1)c1ccc(F)cc1Cl (stereo not drawn)	5
Cc1csc(NC(=O)C2CCCN(c3ccc(-c4ccc(Cl)cc4)nn3)C2)n1 (stereo not drawn)	15
COc1cccc2sc(N3CC(C(=O)NCc4nc(-c5ccccc5)no4)C3)nc12	-4
Cc1csc(CN2CCN(C(=O)Cc3cccc4ccccc34)CC2)n1	-17&-5
Cc1c(Cl)cccc1S(=O)(=O)N1CCc2nc(NC(=O)c3ccoc3)sc2C1	11
O=C(COc1ccc(-n2cccn2)nn1)Nc1cc(F)ccc1F	-6
O=C(NCc1ccccc1-c1ccsc1)c1c[nH]c2ccccc12	-7
CN(C)c1ccc(C=NNc2nncc3ccccc23)cc1	5
CCOc1ccc(-c2c(C(=O)NN=CC3CC=CCC3)nnn2-c2nonc2N)cc1 (stereo not drawn)	2
Cc1cc(CNC(=O)c2ccc(Br)o2)nc(N2CCCCC2)n1	-17
NC(=O)c1cc2n(n1)CCCO2	-6
Cc1ccc(C)c(C(=O)NC[C@](C)(O)c2ccco2)c1	-14
COc1ccc(N(C(C)C(=O)NN=Cc2ccc(OCC(C)C)cc2)S(C)(=O)=O)cc1 (stereo not drawn)	24
Clc1ccc(C=NNc2ncnc3ccccc23)cc1Cl	-8
O=C(C1CC(=O)N(C2CCOCC2)C1)N1CCn2c1nc1ccccc12 (stereo not drawn)	-7
O=C(NC1CCN(c2ccc(C(F)(F)F)cn2)C1)c1cc(-c2ccc(F)cc2)c[nH]1 (stereo not drawn)	9
CCOC(=O)CCC(=O)N(CC(F)(F)F)C1CCOCC1	-9
Cc1cc2nnc(SCc3ccccc3F)n2c2ccccc12	-20
CO[C@@H](CN)c1ccsc1	-12
Cc1ccc(OCCOC[C@@H](O)CNC(C)(C)CC(C)(C)C)cc1C	1
CN1C(=O)C(C)(C)COc2ccc(NC(=O)c3ccc(Cl)cc3)cc21	18
Cc1nc(NC(=O)c2nc3ccccc3s2)sc1C	0
CCOc1ccc2c(c1)sc(=NC(=O)c1ccc(S(=O)(=O)N3CCCCCC3)cc1)n2C	-8
O=C(CC1SC(=Nc2ccccc2)N(c2ccccc2)C1=O)Nc1ccccc1OC(F)F (stereo not drawn)	1
COc1ccc(S(=O)(=O)N2CCCC[C@@H]2CC(=O)NC2CCCC2)cc1	-9
O=C(Cn1cnc2ccccc21)Nc1nc2c(s1)C(=O)NCCC2	-11
O=C1N=C(N2CCN(c3ccccc3[N+](=O)[O-])CC2)S/C1=C/c1cccs1	-5
CCOCCn1c(=NC(=O)C(C)C)sc2cc(NC(C)=O)ccc21	37*
Cc1nn(C)c(C)c1S(=O)(=O)N(CCc1cccs1)Cc1ccoc1	-3
CCN(CC)S(=O)(=O)c1ccc(N=NC(C(C)=O)=C(C)O)cc1	-12
Cc1nc(-c2ccc(S(=O)(=O)NCc3cccnc3-c3ccsc3)cc2)co1	-2
Cc1cc(NC(=O)c2ncc(-c3ccccc3)o2)on1	-9
O=C(Cc1cccs1)N1CCN=C1SCc1ccc([N+](=O)[O-])cc1	-7
COCCNC(=O)Cn1nc2c(c1NC(=O)Cc1noc3ccccc13)CSC2	-10
COc1cccc(NC(=O)CSc2nc(CC(=O)N3c4ccccc4CC3C)cs2)c1 (stereo not drawn)	3
O=C(CC(NCCc1ccccc1)C(=O)O)Nc1ccc(Cl)cc1 (stereo not drawn)	-7
O=C1C(Cc2cccc([N+](=O)[O-])c2)SC(=NN=Cc2ccco2)N1c1ccccc1 (stereo not drawn)	-30

Carrying on:
SMILES	PriA SSB inh
Cc1nc(N(C)C)nc(C)c1NS(=O)(=O)c1ccccc1Cl	-1
COCCN(Cc1ccsc1)C(=O)c1ccc2nsnc2c1	-14
CCCCOc1ccccc1-c1cc2c(SCC(=O)Nc3ccc(C)cc3Cl)nccn2n1	-2
O=C(CN1CCN(Cc2nc(-c3cccs3)cs2)CC1)N1CCc2ccccc21	20
Cc1nn(S(=O)(=O)c2c(C(C)C)cc(C(C)C)cc2C(C)C)c(C)c1Sc1ccc(Cl)cc1	-7&-5
COc1ccc([N+](=O)[O-])cc1N1CCCCC1=O	2
O=C(NCc1c(F)cccc1F)c1nc(-c2cnccn2)no1	-11
O=C(/C=C/c1cccs1)N(CCn1cccn1)c1nc2ccccc2s1	12
O=C(Nc1ccc(F)cc1)N1CCCC(c2nnc(-c3cccs3)o2)C1 (stereo not drawn)	2
COc1ccc(CNC(=O)N2CCC[C@H](Cc3nc(-c4ccsc4)no3)C2)cc1OC	4
O=C(NN=C1CCSC1)c1cccc([N+](=O)[O-])c1	2
CC(=NNC(=O)c1c(Cl)c(C)nn1C)c1cccc(NC(=O)c2cccc(F)c2)c1	0
CC(C)c1nnc(C2CCN(C(=O)/C=C/c3ccccc3)CC2)o1	3
O=C(C1CCOC1)N1CCCC(Cc2nc(C3CC3)no2)C1 (stereo not drawn)	-5
Nc1ccc(C(=O)NN=C2CCCc3c2[nH]c2ccccc32)cc1	18
Cc1cc(C)n(-c2ccc(Nc3ccc(NS(=O)(=O)c4ccc(Br)cc4)cc3)nn2)n1	20
COc1ccccc1C(=O)NCc1cncc(-c2ccsc2)c1	-7
CSc1cccc(NC(=O)C(=O)NCCCn2ccnc2-c2ccccc2)c1	12
CCN1C(=O)NC2(CCN(S(=O)(=O)c3cccc(C(F)(F)F)c3)CC2)C1=O	3
O=C(c1ccccc1F)N1CCC[C@@H]1CS(=O)(=O)c1ccccc1	-12
Cc1ccc(C)c(NC(=O)CSC2=NCCS2)c1	-11
O=C(NN=C1CN2CCC1CC2)c1cc2ccccc2cc1O	18
CCOc1cccc(C(O)=C2C(=O)C(=O)N(Cc3ccco3)C2c2ccncc2)c1 (stereo not drawn)	-4
COc1cc(C=NNC(=O)c2ccc(CSc3nncn3C)cc2)cc(OC)c1O	-7
O=C(COc1ccc(Cl)cc1Cl)NCCn1nc(-c2cccnc2)ccc1=O	3&11
CSc1nc2ccc3nc(NC(=O)CCc4ccccc4)sc3c2s1	0
C#CC1(OCC(O)CN2CCN(C(=O)OCC)CC2)CCCCC1 (stereo not drawn)	9
CC(=O)N1CCN(c2c(C)cnc3c2c(=O)n(CC(=O)N2CCc4ccccc42)c(=O)n3C)CC1	-2
O=C(NN=Cc1coc2ccccc2c1=O)c1cccc([N+](=O)[O-])c1	-3
O=C(O)COc1ccc(C=NNC(=O)/C(=C/C=C/c2ccccc2)NC(=O)c2ccccc2)cc1	6
CC(=NNC(=S)Nc1cccc(C)c1)c1cccc(N)c1	14
Nc1cc(Cl)nc(NN=Cc2c(O)ccc3ccccc23)n1	3
CC(CC(=O)Nc1ccc(OCc2ccccc2)cc1)=NNC(=O)C(=O)Nc1ccccc1C	-21
COCCCNC(=O)CSc1nc2ccccc2c(=O)n1CCNC(C)=O	6
COc1ccccc1NC(=O)C(=O)NC1CC1	-9
CCSc1ccccc1C(=O)N1CCC(S(=O)(=O)Cc2ccco2)CC1	-7
C=Cc1ccc(CSc2n[nH]c(=O)c3cc(-c4ccco4)nn23)cc1	-15
Cn1nc(CCC(=O)Nc2ccc3n[nH]nc3c2)ccc1=O	3
O=C(CSc1nnc2sc3ccccc3n12)N1CCOCC1	1
O=C(COc1ccccc1F)N1CCN(c2nccn2-c2cccc(Cl)c2)CC1	8
COC(=O)c1sccc1S(=O)(=O)NCC#CCOc1ccc2c(c1)OCO2	10
COC(=O)C=c1[nH]c2nnc(C)n2c1=O	-3
COc1ccc(Br)cc1-c1nc(Cn2nnc(C(=O)Nc3c(C)cccc3C)c2C)c(C)o1	7
N#CCCS(=O)(=O)c1ccc(F)cc1	0
COc1cccc(C=NNC(=O)c2cccc(N3CCCC3=O)c2)c1	3
COc1ccccc1CNC(=O)Cn1cnc2c(-c3ccc(Cl)cc3)csc2c1=O	-20
O=S(=O)(c1ccc(OC(F)(F)F)cc1)N1Cc2cnc(N3CCOCC3)nc2C1	-1
CCCc1nnsc1C(=O)N(CC(F)(F)F)C1CCOCC1	5
Cc1cc(C)c(S(=O)(=O)NC[C@@](O)(c2ccccc2)C2CC2)cc1C	-11
Cn1cccc1C(=O)N1CCN(c2cc3c(nn2)CCCC3)CC1	-11
CCN(CC)Cc1c(C(=O)NN=Cc2cccc(OCc3cccc(Cl)c3)c2)nnn1-c1nonc1N	-16
O=S(=O)(/C=C/c1ccccc1)NCCn1nc(C(F)(F)F)c2c1CCCC2	-21
CC(=O)Nc1ccc(SCc2ccccn2)nn1	-7
Cc1nc(S[C@@H](C)c2ccccc2)[nH]c(=O)c1CC(=O)NCc1ccc2c(c1)OCO2	-2
CCOc1ccc(C=NNC(=S)NC2CC3C=CC2C3)cc1 (stereo not drawn)	-4
COc1ccccc1N1CCN(CCNC(=O)CCc2ccccc2)CC1	-32
O=C(C1c2ccccc2Oc2ccccc21)N1CCC(Cc2ccccc2)CC1	-2&7
C[C@H]1CCCN(c2nccnc2SCC(=O)Nc2ccc(F)cc2)C1	-14
O=S(=O)(NCCn1ccc(-c2ccsc2)n1)c1cccs1	8
O=C(NC1CCN(c2cc3c(nn2)CCCC3)CC1)c1ccc2c(c1)OCO2	-8

Continuation.
SMILES	PriA SSB inh
CC(=NOC(=O)c1c(-c2ccccc2Cl)noc1C)c1cnccn1	2
Cc1nc(Sc2ccccc2)c2c3c(sc2n1)CCC3	-18&-5
CCC(=O)Nc1ccc(S(=O)(=O)N2CCN(CCn3nc(-c4ccccc4)ccc3=O)CC2)cc1	5
CC(=O)Nc1ccc(NC(=O)Cc2csc(SCC(=O)Nc3cccc(NC(C)=O)c3)n2)cc1	-2
O=C(CCCS(=O)(=O)c1ccc(F)cc1)Nc1nc2c(s1)CSc1ccccc1-2	6

Filtered by structure, the entries above containing an aryl thioether with sulfur outside any ring (19)
SMILES	PriA SSB inh
CCOC(=O)N1CCN(C(=O)CSc2c(C)cnc3c2c(=O)n(C)c(=O)n3C)CC1	-7&-7
Cn1c(=O)c2ccc(C(=O)NC3CCCC3)cc2n2c(SCc3ccccc3F)nnc12	0
COc1nn(C)cc1-c1nnc(SCC(=O)NC2CCCC2)n1C	0
Cc1cc2nnc(SCc3ccccc3F)n2c2ccccc12	-20
COc1cccc(NC(=O)CSc2nc(CC(=O)N3c4ccccc4CC3C)cs2)c1 (stereo not drawn)	3
CCCCOc1ccccc1-c1cc2c(SCC(=O)Nc3ccc(C)cc3Cl)nccn2n1	-2
Cc1nn(S(=O)(=O)c2c(C(C)C)cc(C(C)C)cc2C(C)C)c(C)c1Sc1ccc(Cl)cc1	-7&-5
CSc1cccc(NC(=O)C(=O)NCCCn2ccnc2-c2ccccc2)c1	12
COc1cc(C=NNC(=O)c2ccc(CSc3nncn3C)cc2)cc(OC)c1O	-7
CSc1nc2ccc3nc(NC(=O)CCc4ccccc4)sc3c2s1	0
COCCCNC(=O)CSc1nc2ccccc2c(=O)n1CCNC(C)=O	6
CCSc1ccccc1C(=O)N1CCC(S(=O)(=O)Cc2ccco2)CC1	-7
C=Cc1ccc(CSc2n[nH]c(=O)c3cc(-c4ccco4)nn23)cc1	-15
O=C(CSc1nnc2sc3ccccc3n12)N1CCOCC1	1
CC(=O)Nc1ccc(SCc2ccccn2)nn1	-7
Cc1nc(S[C@@H](C)c2ccccc2)[nH]c(=O)c1CC(=O)NCc1ccc2c(c1)OCO2	-2
C[C@H]1CCCN(c2nccnc2SCC(=O)Nc2ccc(F)cc2)C1	-14
Cc1nc(Sc2ccccc2)c2c3c(sc2n1)CCC3	-18&-5
CC(=O)Nc1ccc(NC(=O)Cc2csc(SCC(=O)Nc3cccc(NC(C)=O)c3)n2)cc1	-2

Among those listed so far, two contain a cyano group:
SMILES	PriA SSB inh
CCCCNC(=O)/C(C#N)=C/N1CCN(c2cccc(C(F)(F)F)c2)CC1	-10
N#CCCS(=O)(=O)c1ccc(F)cc1	0
